RmlCD inh mix – RmlC/RmlD inhibition, mixture screen; RmlC/RmlD coupled enzyme inhibition, 384-well mixture HTS; inhibition, % at 5.5 µM; 110,000 compounds, 0.39% hits; AID 1532; in the data active = inhibition above about 30%, passing the limit was not always enough; also: strong numbers were not always called active
RT RNaseH block – blocks HIV-1 RNase H cleavage of RNA/DNA duplex. P04585. RT-RNase H RNA/DNA duplex cleavage, fluorescence. inhibition, % at 10 µM. 65,000 compounds, 1.9% hits. AID 565; in the data active = inhibition above about 50%
Numbers without * were called inactive; . = no result given. Not all compounds are listed (hit frequency here may not be typical).

A first look, four compounds:
SMILES	RmlCD inh mix	RT RNaseH block
Cc1cc2cc(CNC(=O)c3cccs3)ccc2n1C	.	6
Cc1cc2cc(C)c3nnc(SCC(=O)NCc4ccco4)n3c2cc1C	-1	-7
CC(=O)Nc1cccc(NC(=O)c2c(-c3ccccc3Cl)noc2C)c1	-10	0
c1ccc2c(c1)nc(CN1CCOCC1)n1c3ccccc3nc21	4	-14

The whole of this part (from the top)
SMILES	RmlCD inh mix	RT RNaseH block
Cc1cc2cc(CNC(=O)c3cccs3)ccc2n1C	.	6
Cc1cc2cc(C)c3nnc(SCC(=O)NCc4ccco4)n3c2cc1C	-1	-7
CC(=O)Nc1cccc(NC(=O)c2c(-c3ccccc3Cl)noc2C)c1	-10	0
c1ccc2c(c1)nc(CN1CCOCC1)n1c3ccccc3nc21	4	-14
CCCc1c(C)c(C#N)c2nc3ccccc3n2c1NCCCN1CCOCC1	8	.
CCOC(=O)c1cnc2ccc(OCC)cc2c1N1CCN(c2ccccc2OC)CC1	-8	.
COc1ccc(OC)c(NC(=O)CSc2nc3ccccc3c(=O)n2CCNC(C)=O)c1	-12	-19
O=C(Cc1cn2ccsc2n1)Nc1cccc2cnccc12	5	-1
COc1ccc(NC(=O)CN2CCC(C(N)=O)CC2)cc1	6	-17
c1ccc(-n2nnnc2NC2CCCCC2)cc1	3	.
O=C(COC(=O)c1cccnc1)c1ccc(Cl)c(Cl)c1	8	.
O=C(CSc1nc(-c2ccc(F)cc2)cc(C(F)(F)F)n1)NCc1ccco1	-11	.
CCOC(=O)c1c(NC(=O)c2ccco2)sc2c1CCCC2	-30	23
CCN(c1ccccc1)S(=O)(=O)c1ccc(Oc2ccc(-n3ccnc3)cc2)nc1	4	-47
COc1ccc(N(C)S(=O)(=O)c2ccc3c(c2)CCC(=O)N3)cc1	-7	-10
CC1=C(C(=O)Nc2ccccc2)C(c2ccc(C)o2)n2ncnc2N1 (stereo unspecified)	-2	-13
COc1ccccc1CNc1nc2nc(C)cc(=O)n2[nH]1	-12	-17
Cc1ccc(NC(=O)Nc2ccccc2C(=O)NCc2ccccc2)cc1	10	.
O=C(Nc1cccc(F)c1)c1ccc2c(c1)OCO2	-11	-8
c1ccc(-c2nnc(CSc3nc4ccccc4[nH]3)o2)cc1	12	-33
O=C(CSc1nncs1)NCc1ccc2c(c1)OCO2	2	2
CN1CCC2(CC1)Nc1nc(SCc3ccc(Cl)cc3)nn1C1=C2CN(C)CC1	8	5
CN1c2ccccc2C(C)(C)C12CC(CCl)=NO2 (stereo unspecified)	-7	.
CN1CCN(C2=Cc3ccccc3Sc3cc(F)ccc32)CC1	-12	.
CC1(C)Cc2c(c(=S)nc(-c3ccccc3)n2CCCN2CCOCC2)CO1	7	8
Cn1nc(-c2ccccc2)c(CSc2ccccc2Cl)c1Cl	10	.
COc1ccc(CCn2c(C)cc3c(c2=O)C(c2ccc4c(c2)OCO4)C(C#N)=C(N)O3)cc1OC (stereo unspecified)	6	-10
Cc1ccccc1Cn1c(=O)c2c(nc3n2CCCN3Cc2ccccc2)n(C)c1=O	-14	-13
O=C1C=C(NCc2ccncc2)CC(c2ccccc2)C1 (stereo unspecified)	-1	-8
Cc1ccc(OCc2nnc(SCc3nc4ccccc4[nH]3)n2Cc2ccco2)cc1	-16	2
CN(NC(=O)c1ccc(Cl)cc1)c1cccc(Cl)n1	-10	.
O=C(O)C1CSC(c2ccccc2)N1C(=O)c1ccco1 (stereo unspecified)	-6	6
CCN(CC)c1cc(C)c2cc(NC(=O)CNC(C)=O)ccc2n1	1	-6
CCOc1ccc(CNC(=O)NS(=O)(=O)c2ccc(OC)cc2)cc1	5	-8
Cc1ccc(N/N=C2/CCCNC2=O)cc1	-7	.
CN(C)C(=O)CSc1nnc(Cc2ccccc2)n1Cc1ccco1	6	.
CC(=O)[C@@H]1[C@@H]2C(=O)N(Cc3ccccc3)C(=O)[C@@H]2C2c3ccccc3C=CN21 (stereo partly specified)	8	5
Cc1ccc(C(C(=O)NC2CCCC2)N(Cc2cccs2)C(=O)CNC(=O)c2cccs2)o1 (stereo unspecified)	-13	9
O=C(c1cnn2ccccc12)N1CCN(C2CCCCC2)CC1	5	.
CCOC(=O)c1c(NC(=O)c2ccco2)sc(C(=O)N2CCCC2)c1C	-28	0
CCOC(=O)c1sc(=S)n(-c2ccccc2Cl)c1SC	23	.
O=C1c2ccccc2NC(c2ccncc2)N1c1ccccn1 (stereo unspecified)	7	-5
Cc1sc(NC(=O)CSc2nnc(-c3ccccc3)o2)c(C#N)c1C	4	23
COCCn1c(=NC(=O)CSC(C)=O)sc2cc(F)ccc21	-19	-7
CCN(CC)c1ccc(-n2c(C)cc(C=O)c2C)cc1	-26	.
COC(C[C@@H]1O[C@@H]1[C@@H](O)[C@@H](C)OCc1ccccc1)OC	-6	.
COc1ccccc1NC(=O)CC(NCCN(C)C)C(=O)O (stereo unspecified)	-13	.
COc1ccc(OC)c(-n2cc3c(=O)n(C)c(=O)n(C)c3c2)c1	0	-20
COc1ccc2oc(C)c(C(=O)Cn3ccnc3)c2c1	1	-20
COCCn1c(=O)[nH]c2cc(C(=O)NCCc3ccc(OC)c(OC)c3)ccc2c1=O	-5	0
CCOC(=O)c1nnc(-c2cccs2)nc1Oc1ccccc1C(=O)OC	-15	.
Cc1ccc(C2C(C#N)=C(N)SC(N)=C2C#N)o1	8	80*
CC(C)OC(=O)CSc1nc2ncccc2[nH]1	6	-16
COc1cc(CNCc2ccc(OC)c(OC)c2OC)cc(OC)c1	8	-2
Cc1[nH]n(-c2ccccc2)c(=O)c1-c1ccc(Cl)cc1	4	.
CCCc1cc(C(=O)Nc2ccccc2C(=O)OC)no1	-9	-4
O=C(COC(=O)c1ccc(Br)o1)Nc1cccc(S(=O)(=O)N2CCCCCC2)c1	4	.
O=C(NC12CC3CC(CC(C3)C1)C2)c1ccc(COc2ccc(Cl)cc2[N+](=O)[O-])o1	4	.
NCCn1c(-c2ccccc2)cc(C(=O)O)c1-c1ccccc1F	4	.
CCOC(=O)c1c(C)oc2cc(Br)c(OC(C)C(=O)OCC)cc12 (stereo unspecified)	3	-19

Whole records from above. Order of screens: RmlCD inh mix | RT RNaseH block
Shown for `CCOC(=O)c1c(C)oc2cc(Br)c(OC(C)C(=O)OCC)cc12` (stereo unspecified) : 3 | -19
Shown for `O=C(COC(=O)c1ccc(Br)o1)Nc1cccc(S(=O)(=O)N2CCCCCC2)c1` : 4 | .
Shown for `Cc1ccc(C2C(C#N)=C(N)SC(N)=C2C#N)o1` : 8 | 80*
Shown for `CC(C)OC(=O)CSc1nc2ncccc2[nH]1` : 6 | -16
Shown for `O=C(NC12CC3CC(CC(C3)C1)C2)c1ccc(COc2ccc(Cl)cc2[N+](=O)[O-])o1` : 4 | .

(list continues)
SMILES	RmlCD inh mix	RT RNaseH block
Cn1c(SCC(=O)N2CCN(c3cccc(Cl)c3)CC2)nnc1-c1ccncc1	8	-1
COc1ccc(C(C)=O)c(Oc2nc(CN3CCOCC3)nc3scc(-c4cccs4)c23)c1	-16	-7
Cc1[nH]nc2c1C(C1CC=CCC1)C(C#N)=C(N)O2 (stereo unspecified)	-7	-29
CCc1ccc(-c2cn3nc(C)c(C)nc3n2)cc1	10	17
CC1=C(C(=O)NCc2ccccc2)C(c2cccs2)n2ncnc2N1 (stereo unspecified)	3	-5
O=C(CSc1nnnn1-c1ccccc1)Nc1nc(-c2ccccc2)ns1	3	-30
Cc1cccc2c(=O)n3c(nc12)CCCCC3	0	.
Cc1nc(CCNS(=O)(=O)c2cccs2)cs1	16	13
O=S(=O)(Cc1ccccc1)N1CCCC(c2nc(-c3ccc(F)cc3)no2)C1 (stereo unspecified)	-7	4
O=C1c2ccccc2NC(c2ccco2)N1O (stereo unspecified)	1	1
O=C(C1CCCN(Cc2ccccc2Br)C1)N1CCCCC1 (stereo unspecified)	-3	-1
CCOC(=O)C1=C(C)N(C)C(C)=C(C(=O)OCC)C1c1ccc(C(=O)OC)cc1	-15	.
CCc1ccc(NSc2ccccc2[N+](=O)[O-])cc1	8	.
O=C(c1ccoc1)N1CCC2(CC1)Oc1ccc(F)cc1C(=O)C21CC(c2ccccc2)=NO1 (stereo unspecified)	-11	.
O=C(O)CC(c1cccc2ccccc12)n1cccc1 (stereo unspecified)	-12	.
COc1ccc(S(=O)(=O)N2C3CCC2CC(NC(=O)NC2CCCCC2)C3)cc1 (stereo unspecified)	2	.
Cc1ccc2c(c1)[nH]c1c(=O)n(CCN3CCNCC3)cnc12	-9	-16
FC(F)(F)c1cc(-c2ccccc2)nc(N2CCOCC2)n1	-14	.
CCn1c(C)c(C(C)=O)c(NCc2ccccc2)nc1=S	-11	5
CN1CCc2cc(O)cc3c2[C@H]1Cc1ccc(O)c(O)c1-3	2	.
COc1ccc(CCN(Cc2cc3cc(C)c(C)cc3nc2Cl)C(=O)C2CC2)cc1	8	.
CCOC(=O)NC(Nc1cc(C)on1)(C(F)(F)F)C(F)(F)F	5	-9
COc1ccc(-c2nnc3ccc(SC(C(C)=O)C(C)=O)nn23)cc1OC	9	19
O=c1[nH]c(CN2CCCCC2)nc2c1C1(CCCC1)Cc1ccccc1-2	.	8
c1cnc(N2CC[N+]3(CCCC3)CC2)nc1	-9	-5
CC(C)NC(=O)c1ccc(COCC(F)(F)C(F)F)cc1	-13	.
O=C(O)c1ccc(S(=O)(=O)NC2CCCc3ccccc32)cc1 (stereo unspecified)	15	-21
N#Cc1ccc(N=c2ssnc2Cl)cc1	19	.
COc1ccc(NC(=O)CCOc2ccccc2)c(OC)c1	6	-11
COC(=O)Cc1c(C)c2ccc(OCc3nn[nH]n3)c(C)c2oc1=O	12	.
COC(=O)CN(c1cc(OC)ccc1OC)S(=O)(=O)c1ccc(OC)c(OC)c1	.	-4
COc1ccc2nc(NC3=NCN(CC4CCCO4)CN3)nc(C)c2c1 (stereo unspecified)	.	-12
COCCCNC(=O)C1CCN(C(=O)c2cc3sccc3n2Cc2ccc(F)cc2)CC1	-15	-11
Cc1ccc2[nH]c(=O)c(C(c3nnnn3CC3CCCO3)N3CCOCC3)cc2c1 (stereo unspecified)	22	5
Cn1c(=O)c2c(nc(SCC(=O)Nc3ccccc3)n2C)n(C)c1=O	5	-7
CCOc1cc(C2c3c(n[nH]c3C)C(=O)N2c2ccc(C)cc2)ccc1O (stereo unspecified)	-5	12
CCc1ccc(-c2nc(CS(=O)CC(=O)NCc3cccnc3)c(C)o2)cc1 (stereo unspecified)	-5	-14
CCc1nc2c(C#N)c(-c3ccc(Cl)cc3)ccn2n1	1	.
C=CCN1c2ccccc2[C@]23C[C@@H](C(=O)OC)N=C2NC(C(=O)OC)=C(C(=O)OC)[C@H]13	-5	.
CC(C)OC(=O)c1cc(NC(=S)Nc2ccc([N+](=O)[O-])cc2)cc(C(=O)OC(C)C)c1	-5	.
CCCC(C)(C)NC(=O)CCCCC(=O)NC(C)(C)CCC	0	10
CCOc1ccccc1NC(=O)CCC(=O)Nc1ccccc1OCC	-3	.
COC(=O)C1=C(C)n2cnnc2NC1c1ccc(Cl)cc1 (stereo unspecified)	6	-13
O=CN1CCC(=O)N(Cc2ccccc2)c2ccccc21	3	-16
CC(NC(=O)c1ccc(N2CCCC2=O)cc1)c1ccccc1 (stereo unspecified)	-38	.
CC(C)c1ccc(NC(=O)COc2nnc(-c3cccs3)c(-c3cccs3)n2)cc1	11	.
Cc1ccc(-c2nnc(-c3ccncc3)n2-c2ccc(C)cc2)cc1	-6	.
O=C(c1ccc2c(=O)n(CC3CCCO3)c(=S)[nH]c2c1)N1CCN(c2ccccc2)CC1 (stereo unspecified)	16	4
CCN1CCCC(NC(=O)c2scc3c2CCCC3)C1 (stereo unspecified)	7	-8
C#CCNC(=O)C1=C[C@@H](C2CCCCC2)[C@H](CCCO)[C@@H](OCC)O1	-15	.
CCC(=O)Nc1nc(C)nc(C)c1C(C)=O	-3	-7
Cc1ccccc1C(=O)N/C(=C/c1ccc(-c2cccnc2Cl)o1)C(=O)NCCCN1CCN(C)CC1	12	.
COc1ccc(N2CC(C(=O)Nc3ccc(N4CCOCC4)cc3)CC2=O)cc1 (stereo unspecified)	-56	-10
COc1cc(OC)c(C(=O)Nc2ncn[nH]2)cc1OC	-12	-3
COc1cccc(-n2nnc3c(=O)n(CC(=O)N4CCCCC4)cnc32)c1	-91	3
COc1ccc(CCNC(=O)CSc2c[nH]c3ccccc23)cc1OC	-8	.
O=C(NCc1cccs1)c1cnc2sccn2c1=O	-14	-8
CCOC(=O)CSc1nnc(-c2ccc(Cl)cc2Cl)o1	7	-29
Cc1cccc(NC(=O)CCN2CCN(C/C=C/c3ccccc3)CC2)c1	-13	4
CC(C)C(c1nnnn1Cc1ccc(F)cc1)N1CCSCC1 (stereo unspecified)	2	-6

(list continues)
SMILES	RmlCD inh mix	RT RNaseH block
COc1ccc(NC(=O)CSc2nc(N)c(C#N)cc2C#N)cc1	5	.
CCCSc1nc(-c2ccccc2)cc(C(F)(F)F)c1C#N	-9	.
COc1ccc(C(=O)NC(C)c2nnc(SCC(=O)Nc3nc4ccccc4s3)n2C)cc1 (stereo unspecified)	62	-1
CCOC(=O)CNC(=O)CSc1nnc(Cn2cnc3ccccc32)n1C	-8	-10
O=C(c1sc2ccccc2c1Cl)N1CCN(c2ccc(F)cc2)CC1	-6	.
CC(C)NC(=O)c1ccc(C2SCC(=O)N2Cc2ccccc2)cc1 (stereo unspecified)	-11	.
Cc1cc2n(n1)C(c1sccc1C)Nc1c(C)cccc1-2 (stereo unspecified)	-13	-10

Screens: PubChem BioAssay, several laboratories
